# RGS8-Gao: RGS8-Galphao binding modulators, primary screen, biochemical, multiplexed bead flow cytometry | 220,000 tested, 0.34% active | response (percent of control binding), % at 10 µM | Guanine nucleotide-binding protein G(o) subunit alpha (Homo sapiens), P09471 | actives lie on both sides | AID 1423, 2008; in the data active means response below about 60% or above about 140%; inactive means in between;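 further: Galphao activated as the GDP aluminium fluoride complex binding bead-coupled RGS8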
# Target sequence (P09471 whole entry, looked up): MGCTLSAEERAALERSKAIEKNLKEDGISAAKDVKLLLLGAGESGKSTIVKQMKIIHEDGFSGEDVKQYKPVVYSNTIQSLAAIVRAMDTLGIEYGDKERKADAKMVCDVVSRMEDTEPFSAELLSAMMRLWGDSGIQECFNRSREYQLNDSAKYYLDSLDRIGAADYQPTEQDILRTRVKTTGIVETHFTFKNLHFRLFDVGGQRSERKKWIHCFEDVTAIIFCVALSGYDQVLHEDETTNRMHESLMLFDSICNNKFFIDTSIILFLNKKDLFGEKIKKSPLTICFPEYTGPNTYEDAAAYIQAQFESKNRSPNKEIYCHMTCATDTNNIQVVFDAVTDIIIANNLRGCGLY
# Mcl1 Noxa PPI: Mcl-1/Noxa binding inhibitors, primary screen, biochemical, TR-FRET, 1536-well. Induced myeloid leukemia cell differentiation protein Mcl-1 (Homo sapiens), Q07820. TR-FRET Mcl-1/Noxa peptide binding, 2 h. inhibition, % at 21.7 µM. 220,000 tested, 1.5% active. AID 1022, 2008;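 active means compounds that cut the protein-peptide binding signal by more than 50% relative to plate controls in a single-dose test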;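 further: His-tagged Mcl-1 with rhodamine Noxa BH3 peptide and terbium anti-His antibody; 0% = Mcl-1 plus Noxa peptide wells and 100% = peptide-only wells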
# Target sequence (Q07820 whole entry, looked up): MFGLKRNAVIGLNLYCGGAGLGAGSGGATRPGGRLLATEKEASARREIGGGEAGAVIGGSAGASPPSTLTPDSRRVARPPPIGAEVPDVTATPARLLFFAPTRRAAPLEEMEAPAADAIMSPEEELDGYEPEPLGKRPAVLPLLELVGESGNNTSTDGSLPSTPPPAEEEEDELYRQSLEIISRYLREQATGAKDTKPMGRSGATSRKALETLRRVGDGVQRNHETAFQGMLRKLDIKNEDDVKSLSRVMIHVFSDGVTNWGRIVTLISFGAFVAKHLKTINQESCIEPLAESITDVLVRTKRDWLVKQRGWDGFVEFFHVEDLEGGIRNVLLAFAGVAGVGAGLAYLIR
# Mcl1 Bid PPI: Mcl-1/Bid binding inhibitors, primary screen, biochemical, TR-FRET, 1536-well; Induced myeloid leukemia cell differentiation protein Mcl-1 (Homo sapiens), Q07820; TR-FRET Mcl-1/Bid-Dy647 peptide binding; inhibition, % at 21.7 µM; 220,000 tested, 0.97% active; AID 1021, 2008;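 active means compounds that cut the binding signal by more than half at the single screening dose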;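 further: His-tagged Mcl-1 with europium anti-His antibody binding Bid BH3 peptide; 0% = Mcl-1 plus peptide wells and 100% = peptide-only wells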
# Pf gamet viab: late stage P. falciparum gametocyte viability inhibitors, primary screen, ATP luminescence, HTS | inhibition, % at 10.9 µM | P. falciparum stage V gametocytes, 24 h | AID 743093, 2013 | 150,000 tested, 0.065% active;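 active means inhibition above the mean plus 3 SD of compounds within the control limits, set per campaign, cut at about 38% in these data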;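 further: 0% = DMSO wells and 100% = medium only without gametocytes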
# Starred values were filed as active, the others as inactive; & = joins results of further samples.
# Fields: Mcl1 Bid PPI	RGS8-Gao	Pf gamet viab	Mcl1 Noxa PPI
1	Cc1csc(SCC(=O)NCc2ccc3c(c2)OCO3)n1
 : -17	102	13	2
2	CCn1c(O)c(N=NC(=O)c2cccnc2)c2cc(Br)ccc21
 : -17	98	-18	15
3	COc1nc(NC(C)C)nc(N(C#N)CN2C(=O)c3ccccc3S2(=O)=O)n1
 : -12	97	-8	3
4	O=C(Nc1cccc(Cl)c1)OC1CCCCc2cccnc21 (stereo unspecified)
 : -1	109	11	7
5	Cn1c(=O)[nH]c2c(Cl)nccc21
 : -7	100	-9	-30
6	CN(C(=O)c1ccc2c(c1)CCO2)C(C)(C)C
 : -7	100	-8	3
7	Cc1nc2n[nH]c(N)c2c2c1CCCC2
 : -56	102	-1	0
8	COc1cc(/C=N/n2c(-c3n[nH]c4c3CCC4)n[nH]c2=S)cc(OC)c1O
 : -113	96	-18	9
9	Cc1ccc(C2=NOC(=O)/C2=C\c2ccc(C)o2)cc1
 : -46	86	-3	9
10	NNC(=O)c1ccc(Cn2cc(Br)c(N)n2)cc1
 : -19	101	-6	-15
11	O=C(Cn1cnc2cc([N+](=O)[O-])ccc2c1=O)NC(=O)NCc1ccccc1
 : -15	101	-43	54*
12	ClC(/C=N/n1cnnc1)=C/c1ccccc1
 : -55	95	8	10
13	O=C(CSc1ccc2ccccc2c1)N1CCN(c2ccc(O)cc2)CC1
 : -38	95	7	60*
14	COC(=O)c1cnn(-c2ccccc2)c1/C=N/NC(=S)Nc1ccccc1
 : -11	101	4	10
15	O=C(NC(=S)Nc1cccc(C(F)(F)F)c1)c1ccc2nonc2c1
 : -14	99	-9	3
16	O=C(O)c1ccc(N/N=C/c2cn(Cc3ccc(F)cc3)c3ccccc23)cc1
 : -25	90	-33	32
17	N/C(=N\c1nc2ccccc2o1)NC(=O)c1ccccc1Br
 : 6	104	-1	2
18	CCN(CC)S(=O)(=O)c1cccc(-c2cn3cccnc3n2)c1
 : -22	96	-1	19
19	Cc1cc(-n2cccn2)ccc1CN1CCN(CC(C)C)C(CCO)C1 (stereo unspecified)
 : 36	89	-8	-8
20	CCn1c2ccccc2c2cc(/C=N/n3c(-c4cc(C)[nH]n4)n[nH]c3=S)ccc21
 : -82	101	-20	38
21	CCc1ccc(/C=N/Nc2ncnc3nc[nH]c23)cc1
 : -8	100	-4	23
22	Cc1nn(-c2ccc(Cl)cc2)c(NC(=O)C(C)C)c(-c2ccccc2)c1=O
 : -14	102	-6	13
23	COc1ccc(CNC(=O)COC(=O)c2ccccc2OCC(=O)Nc2ccc(SC(F)F)cc2)cc1
 : 8	101	24	-15
24	NS(=O)(=O)c1cccc(NC(=O)C2CC(=O)N(Cc3ccco3)C2)c1 (stereo unspecified)
 : -32	99	-6	8
25	CC(=O)c1ccc2c(c1)OCCOCCOCCO2
 : -14	101	-13	1
26	CCOC(=O)c1nc(C)nc(Sc2n[nH]c(-c3cc(Cl)cc(Cl)c3)n2)c1C
 : -6	98	-16	1
27	O=C(c1ccc2c3n(nc2c1)-c1ccc(Cl)cc1CO3)N1CCCCC1
 : -48	101	-39	4
28	CC1(C)OC(c2ccccc2)=C/C(=C\C=N\NC(=O)c2ccncc2)O1
 : -89	104	0	-91
29	Cc1cccc(OCC(=O)NCC(=O)N/N=C/c2ccc(O)cc2O)c1
 : -60	95	19	-40
30	NS(=O)(=O)c1ccc(NC(=O)COC(=O)c2cc3ccccc3cc2O)cc1
 : -14	103	-3	11
31	COc1ccc(CNC(=S)N2CCN(Cc3ccccc3)CC2)cc1
 : -87	98	4	21
32	O=C(NCc1ccco1)C(=O)NCC1OCCN1C(=O)c1ccc(Cl)cc1 (stereo unspecified)
 : 4	102	-4	14
33	CCOC(=O)c1cc(NC(=O)CC(C)(C)CC(=O)O)ccc1N1CCCCC1
 : -5	107	13	9
34	O=C(O)c1ccccc1N(Cc1ccccc1)C(=O)COc1ccccc1
 : -5	100	13	5
35	Cc1ccc(O)c(NC(=S)NC(=O)C(C)C)c1
 : -60	104	-16	6
36	CN(c1ccccc1)S(=O)(=O)c1ccc(Cl)c(C(=O)OCC(=O)NCc2ccco2)c1
 : -33	100	-10	24
37	C=C1CCN([C@H](C(=O)NCc2cc(OC)c(OC)c(OC)c2)C(C)C)S(=O)(=O)c2ccccc21
 : -61	101	4	9
38	O=C(Cn1cnc2c(nnn2Cc2ccc(F)cc2)c1=O)NCc1ccccc1
 : -9	103	-13	-7
39	CCCC(CCC(=O)Nc1cccc([N+](=O)[O-])c1)C(=O)O (stereo unspecified)
 : -9	98	-13	-2
40	CN1C(=O)[C@@H]2[C@@H]3C[C@@H]([C@H]4ON=C(c5ccccc5OCC#N)[C@@H]34)[C@@H]2C1=O
 : -10	95	7	16
41	O=C(NNC(=O)c1nn(-c2ccc(F)cc2)ccc1=O)c1ccccc1Cl
 : -41	99	-2	-2
42	Cc1onc(-c2ccc(Cl)cc2Cl)c1C(=O)/C=C/N(C)C
 : -6	99	0	13
43	CC(C)(C)c1ccc(NC(=O)c2ccsc2)cc1
 : -3	102	13	11
44	O=C(O)CN1C(=O)/C(=C/c2ccc(N3CCCCC3)o2)SC1=S
 : -54	102	-25	-71
45	Cc1onc(-c2c(Cl)cccc2Cl)c1COC(=O)c1ccc([N+](=O)[O-])cc1
 : -6	97	-15	-23
46	CC1CC(=O)Nc2ccccc2N1S(=O)(=O)c1ccc(F)cc1F (stereo unspecified)
 : -11	98	-12	-1
47	CCOc1ccc(N/C(N)=N/c2nc(CSc3nnc(C)s3)cc(=O)[nH]2)cc1
 : -13	100	3	1
48	C[N+]1(CC2COC3(CCCCC3)O2)CCCCC1 (stereo unspecified)
 : -35	101	6	23
49	COc1cc(NC(=O)/C=C/c2ccccc2)c(C(=O)O)cc1OC
 : -10	96	22	-8
50	COc1ccc(S(=O)(=O)n2ccc(-c3ccc4c(c3)CCC(C)(C)O4)n2)cc1
 : -1	101	7	-12
51	Cc1ccc(NC(=O)CN(C)Cc2cc(=O)n3ccsc3n2)cc1
 : -9	102	-14	15
52	N#Cc1c(Cl)nc2c(c1C#N)CCCC2
 : -4	101	6	3
53	N#C/C(C(N)=O)=C1/SC=C(c2ccccc2)N1c1ccccc1
 : -74	101	-9	3
54	COc1ccc(C2CC(c3ccc(Br)cc3)=NN2C(=O)CN2CCCC2)cc1 (stereo unspecified)
 : -65	101	10	7
55	Cc1ccc(Cl)cc1NC(=O)CCC(=O)O
 : -7	100	-11	8
56	O=C(NC1CCc2ccccc21)c1cc(COc2c(F)cccc2F)on1 (stereo unspecified)
 : -15	98	2	7
57	CSc1nnc(-c2cccc(NC(=O)c3ccccc3)c2)n1C
 : -28	101	-9	-16
58	CC(C)(C)OC(=O)N1CCC[C@H]1C(=O)N/N=C/c1cccc2cccnc12
 : -7	100	23	-13
59	c1ccc(-c2nnc(-c3ccccn3)c(-c3ccccn3)n2)nc1
 : -3	101	2	4
60	O=C(NCc1ccccc1Cl)NCc1ccccc1Cl
 : -12	62	17	9

# (cont.)
# Fields: Mcl1 Bid PPI	RGS8-Gao	Pf gamet viab	Mcl1 Noxa PPI
61	N#Cc1c(N)n(-c2ccccc2N)c2nc3ccccc3nc12
 : -32	97	23	11
62	CCOC(=O)c1ccc(N=NN(C)C)cc1
 : -3	100	12	-12
63	Cc1ccc(N/C(N)=N/c2nc(CSc3nnc(N)s3)cc(=O)[nH]2)cc1
 : 49	98	6	8
64	CCOc1cc(N2CCOCC2)c(OCC)cc1NCC(=O)N1CCN(Cc2ccccc2)CC1
 : -80	101	1	-44
65	CCN(CC)C(=O)C1CCCN(Cc2cccc(Oc3ccccc3)c2)C1 (stereo unspecified)
 : 18	102	-8	14
66	Nn1c(SCc2ccc(Br)cc2)nnc1-c1cccnc1
 : -19	101	-4	-8
67	O=C(Nc1ccccc1C(=O)N1CCCCCC1)c1ccccc1
 : -12	100	3	4
68	S=C1SCN(Cc2cccnc2)CN1Cc1cccnc1
 : -18	102	28	-4
69	C/C(=N\NC(=O)Cc1c(C)[nH][nH]c1=O)c1ccc(Cl)c(Cl)c1
 : -35	100	-2	-5
70	COCCN1C(=O)C(=O)/C(=C(/O)c2ccc(S(=O)(=O)N3CCOCC3)cc2)C1c1cccc(O)c1 (stereo unspecified)
 : -39	99	2	23
71	COc1ccc(CN2C(=O)CSC2c2ccncc2)cc1 (stereo unspecified)
 : -7	104	-1	-7
72	CC(=O)Nc1ccc(S(=O)(=O)Nc2nc3ccccc3nc2Nc2ccc(O)cc2)cc1
 : -106	103	10	50
73	Cc1ccccc1-c1noc(CCC(=O)NCc2ccco2)n1
 : -32	92	6	7
74	CN(C)c1cc(Nc2cccc(O)c2)c([N+](=O)[O-])c2nonc12
 : -65	103	-4	-1
75	COc1cccc(-n2c([S-])c(C(=O)Nc3ccc(S(=O)(=O)N4CCOCC4)cc3)[n+]3cc(C(N)=O)ccc23)c1
 : -62	103	-5	-113
76	COc1nc(OCCNS(=O)(=O)c2ccc(C)cc2)nc(N(C)C)n1
 : -7	101	6	-5
77	O=c1c2cc(Cl)ccc2nc(-c2ccc(Cl)c(Cl)c2)n1O
 : 32	98	0	-89
78	S=C(Nc1cc(Cl)ccc1Cl)Nn1cnnc1
 : -47	100	-17	16
79	Cc1cn2c(N)c(/C=C3\C=Nc4ccccc43)c(=O)nc2s1
 : 19	103	-27	25
80	Cc1nc2c3cc(Cl)ccc3n(CCN3CCOCC3)c2s1
 : -19	99	11	-5
81	COc1ccc(/C=C2/N=C(SC)NC2=O)cc1OC
 : -28	102	-4	6
82	Nc1nnc(SCC(=O)Nc2ccccc2)s1
 : -10	103	1	-7
83	CCc1ccc(-c2cn3nc(-c4ccccc4)cnc3n2)cc1
 : -45	101	5	-25
84	Cn1c(SCC(O)c2ccccc2)nnc1-c1ccc2ccccc2c1 (stereo unspecified)
 : -6	102	22	15
85	CCC(C)Nc1nc(N)c([N+](=O)[O-])c(NCCO)n1 (stereo unspecified)
 : -12	97	2	2
86	COc1ccccc1-c1ccc(/C=C2\C=CC(=O)O2)o1
 : -66	101	-29	-41
87	O=C(c1ccco1)N1CCN(c2ccc([N+](=O)[O-])cc2Cl)CC1
 : -42	100	-13	6
88	Cc1ccc(S(=O)(=O)N2CC3CCCC2C3)cc1 (stereo unspecified)
 : -6	102	-34	-17
89	CCN(CC)C(=O)COc1ccc(/C(C)=N/Nc2ncc(Cl)cc2Cl)cc1
 : -13	103	-35	-9
90	CC(C)(C)c1ccc(C(=S)N2CCN(c3ccccc3)CC2)cc1
 : -35	102	11	-15
91	NC(=O)C1CCN(CCS(=O)(=O)c2ccc(Cl)cc2)CC1
 : -17	98	-1	-25
92	Oc1ccccc1N1CCN(c2ncnc3sc(-c4ccccc4)cc23)CC1
 : -18	102	14	4
93	Cc1ccc2oc(/N=C(\N)NC(=O)C(C)(C)C)nc2c1
 : -8	104	11	-24
94	CCN(CC)S(=O)(=O)c1cccc(C(=O)N[C@H](C(=O)NNC(=O)c2ccccc2)C(C)C)c1
 : 2	102	7	-10
95	FC(F)(F)c1ccc(-c2n[nH]c(=S)o2)nc1
 : -25	96	-4	12
96	O=[N+]([O-])c1ccc(SCCc2ccncc2)cc1
 : -48&-36	94&97	9&-1	5&-4
97	CC(=O)Nc1ccc2c(c1)CCCC2
 : 2	100	-6	17
98	CCN(CC)C(=O)CC(c1ccc(OC)cc1)c1c(OC)cc(OC)c2ccc(=O)oc12 (stereo unspecified)
 : -45	97	-18	12
99	COc1cc2c(cc1OC)C(C)N(S(=O)(=O)c1cn(C)cn1)CC2 (stereo unspecified)
 : 0	101	-19	7
100	O=C(NCC(O)c1ccccc1)c1ccccc1 (stereo unspecified)
 : -9	102	12	7
101	Cc1nc2c(C#N)c[nH]n2c(=O)c1CCO
 : -76	102	-1	-1
102	CCN(CC)S(=O)(=O)c1cccc(N2CC(O)=C(c3ccccc3)C2=N)c1
 : -28	90	10	24
103	COc1ccc(OC)c(NC(=O)Nc2nnc(N3CCCCC3C)s2)c1 (stereo unspecified)
 : -29	104	-3	20
104	COC(=O)C1=C(C(=O)OC)[C@@H]2N(C)c3ccccc3[C@@]23C[C@@H](C(=O)OC)N(C(=O)CC(C)C)C3=N1
 : -56	98	-6	-33
105	O=C(NC1CCN(C(=O)C2CCCCC2)CC1)c1ccccc1
 : -17	97	19	7
106	Cc1ccc(-n2c(C)c([N+](=O)[O-])c3ccc(O)cc32)cc1
 : 1	97	-1	-7
107	Oc1ccccc1N=Cc1c(O)ccc2oc3c(c12)CCCC3
 : -9	99	-3	29
108	CCn1c2ccccc2c2cc(NC(=O)CNC)ccc21
 : 19	107	10	44

# Source: PubChem (several laboratories)

# These rows are one share of the data; count on the stated rates, not on these rows.
